Pf Dd2 growth = qHTS Primary assay for Inhibitors of Plasmodium falciparum Dd2 growth in vitro. AID 1347417, 2020. Potency, µM (doses to about 28.9 µM), for the others: top-dose activity, negative = inhibition, usual class: inhibitors. actives 4.3% (n = 120,000). P. falciparum Dd2 growth, SYBR Green, 72 h; active = well fitted inhibition curve with a large enough effect; inconclusive = small, poorly fitted or top-dose-only effect; inactive = no such curve, though single readings can be large or run the other way;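 also: plate controls were DMSO vehicle for no effect and reference drug for full effect; nearly all actives have a fitted effect of over 65% in size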
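Infected erythrocytes (Dd2, 0.3% parasitemia, 2.5% hematocrit final) are added to compound in RPMI-1640/Albumax II medium, grown 72 h at 37C in low oxygen, then lysed with saponin/Triton-X containing SYBR Green and read by fluorescence.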
* = called active by the depositor; i = inactive; u = inconclusive; & = joins results of further samples; [ ] = remark or other dose. Potency is read from the fitted curve at half-maximal effect. The list is partial. The share of hits here may be higher or lower than overall.

Structure | Pf Dd2 growth
CC1Oc2ccc(NC(=O)C3CCCC3)cc2CN(Cc2ccc(F)cc2)C1=O (stereo unspecified) | i
Cc1ccccc1CNC(=O)C(=O)NCC(c1cccs1)S(=O)(=O)c1cccs1 (stereo unspecified) | u
Cc1cc(C)cc(NC(=O)Cn2nc3n(c2=O)CCCC3)c1 | i
COc1ccc(S(=O)(=O)N2C[C@@H]3C[C@H](C2)c2c(NC(=O)c4ccco4)ccc(=O)n2C3)cc1 | -14%
CCc1nc(C)c(C(=O)N2C[C@@H](CN3CCOCC3)[C@@H](CO)C2)o1 | -15%
Cc1ccc(Nc2c(-c3ccc(N(C)C)cc3)nc3ccccn23)cc1 | u
CC(C)NC(=O)O[C@@H]1CC[C@]2(C)C(CC[C@@H](O)[C@H]2CC(=O)NCc2ccco2)[C@]1(C)CO (stereo partly specified) | -11%
COc1ccc(-c2noc(-c3cccn3CC(=O)NC3CCCC3)n2)cc1F | i
COc1ccc(C)cc1NC(=O)Cn1c(=O)ccc2cc(S(=O)(=O)N3CCCC3)ccc21 | i
CNC(=O)c1cc[nH]c1C1CCCN(C(=O)CCc2nc3ccccc3[nH]2)C1 (stereo unspecified) | u
O=C(Cc1ccsc1)N1CC(Oc2ccccc2-c2nc(-c3ccccc3)no2)C1 | 13µM*
Cc1ccc(CNC2(Cc3cc(CO)on3)COC2)o1 | 5%[44.1 µM]
CCn1nccc1C(=O)N1CCC(N2CC(OCCOC)C23CCCCC3)CC1 (stereo unspecified) | u
CSc1ccc(CCNC(=O)c2cnc3c(C)cccn3c2=O)cc1 | 38%[activator]
C=CCc1ccccc1OCC(O)CN1CCN(c2ccccc2)CC1 (stereo unspecified) | -20%
Cc1ccccc1NC(=O)CCN1C(=O)c2ccccc2Sc2ncccc21 | 7%
Cc1cc(CN2CC[C@@H]3CN(S(C)(=O)=O)[C@@H]3C2)n(C)n1 | 18%
CCCc1cnc(C)nc1N1CCN(Cc2ccccc2F)C(CCO)C1 (stereo unspecified) | u
CC(Cc1ccccn1)N(C)Cc1ccc(S(C)(=O)=O)cc1 (stereo unspecified) | -11%
CN(C)c1cccc(C(=O)NC2CCCN(c3cc(-c4ccc(F)cc4)[nH]n3)C2)c1 (stereo unspecified) | i
CCC(C(=O)Nc1nnc2n1CCS2)c1ccccc1 (stereo unspecified) | 37%[activator]
O=C(c1cccnc1OC1CCN(Cc2ccccn2)C1)N1CCCCC1 (stereo unspecified) | i
CCOc1ccc(NC(=O)Cn2nnc(C(=O)NCc3cccs3)c2N)cc1 | -8%
COc1ccc(-c2cc(N3CCCC(NC(=O)c4ccoc4)C3)n[nH]2)cc1 (stereo unspecified) | -16%
CC(=O)N1CCCc2cc(S(=O)(=O)Nc3ccc(OC(F)(F)F)cc3)ccc21 | 1%
CC(C)N1C(=O)C2(CCCC2)C1C(=O)NCCCN1CCc2ccccc2C1 (stereo unspecified) | u
COC1CCOC2(CCN(C(=O)NCc3ccc(F)cc3)CC2)C1 (stereo unspecified) | i
CCOC(=O)c1nccn1Cc1nc(-c2sccc2C)oc1C | -20%
CCN(CC)C(=O)[C@@H]1CCC[C@@H](NC(=O)c2cccnc2)CN(C)C(=O)C1 | 24%[44.1 µM]
Cc1ccccc1-c1cnc2[nH]cc(CC(=O)NCCN3CCOCC3)c2c1 | -30%[44.1 µM]
Cc1noc(-c2ccc(OC3CN(C(=O)c4cc(F)ccc4F)C3)cc2)n1 | i[5.79 µM]
COC(=O)c1ccc(Cl)cc1NC(=O)N1CCC(CN2CCC(C)CC2)CC1 | 10µM*
Cc1ccc(C2Cn3nnc(C(=O)N4CCC(C(=O)Nc5ccc(F)c(F)c5)CC4)c3CO2)cc1 (stereo unspecified) | u
CC1CCC2(CC1)NC(=O)N(CC(=O)NC(C)c1ccccc1)C2=O (stereo unspecified) | -9%
Cc1ccc(C(=O)N2CCC3(CC2)Nc2ccccc2NC3=O)cc1O | -7%
CC(C)Cc1nc2ccc(NC(=O)CC[C@H]3NC(=O)c4ccccc4NC3=O)cc2[nH]1 | i
COCCCNC(=O)N1CCCCCCN(C)C(=O)CC1 | -1%
COc1ccc(NC(=O)Cn2nnc(C(=O)NCc3cccs3)c2N)cc1 | -1%
COCCC1(NS(C)(=O)=O)CCN(C(=O)c2ccoc2)CC1 | 2%
CC1=C[C@@H](CC#N)[C@H](C(C)C)C[C@H]1CC(=O)N1CCN(C)CC1 | -6%[44.1 µM]
CCn1ncc(N2CCC(NC(=O)c3ccccc3)CC2)cc1=O | 7%
Cn1c(=O)[nH]c(=O)c2c1nc(NCCc1ccccc1)n2Cc1ccc(F)cc1 | -19%
Cc1[nH]c2ccc(C(=O)N[C@H]3CCOC[C@H]3C3CCOCC3)cc2c1C | -1%
N#Cc1cccc(C(=O)N2CCc3c(n(Cc4ccccc4)n(-c4ccccc4)c3=O)C2)c1 | i
Cc1cn2nnc(C(=O)N3CCC(C(=O)Nc4cccc(F)c4)CC3)c2c(=O)[nH]1 | i
CCOCCn1ccc2c(OCC(=O)NCc3ccc(F)cc3)cccc2c1=O | i
COc1cc(=O)n2c(c1C(=O)Nc1cc(C)ccc1F)CCCC2 | 3%
COc1ccc(Cl)cc1C(=O)N1CCC(Cc2nc(-c3cnccn3)no2)CC1 | i
CCCNC(=O)N1CCOC[C@H](Oc2ccc(C(F)(F)F)cn2)C1 | 10%[44.1 µM]
COc1cc2ccccc2cc1C(=O)N1CCN(c2nc3c(F)cc(F)cc3s2)CC1 | 29%
Cc1ccc2c(c1)N(C(=O)N1CCC(C(=O)NCCC3=CCCCC3)CC1)CC(C)O2 (stereo unspecified) | u
Cc1cccc(NC(=O)N2CCC(n3c(C)nc4cccnc43)CC2)c1 | 25%
CCOc1ccc(C(=O)NC2CCN(c3ccc(C)c(C)c3)C2=O)cc1 (stereo unspecified) | u
O=C(Nc1ccc(F)cc1)c1cccc(N2CCCS2(=O)=O)c1 | -8%
COc1cc(C(=O)NC(c2ccc(Cl)cc2)c2cc(Cl)c3cccnc3c2O)cc(OC)c1OC (stereo unspecified) | 2.8µM*
Cn1nnnc1C1CCCN(C(=O)CC2CCCC2)C1 (stereo unspecified) | -3%
COc1cccc(NC(=O)Cn2c(=O)n(-c3ccc(C)cc3)c(=O)c3ccccc32)c1 | 10%
O=C(NC1CCCCC1)N1CCC2(CC1)CC(N1CCN(c3ccccn3)CC1)CCO2 (stereo unspecified) | u
CN(CC1(C)CCOCC1)C(=O)c1ccnn1C | -22%
Cc1ccc(CCNc2nc3ccccc3c3nc(-c4cccnc4)nn23)cc1 | u

The results go on.
Structure | Pf Dd2 growth
CN(Cc1ccccc1)C(=O)C[C@@H]1CCNC[C@@H]1Cc1cc(CSc2ccccc2)on1 | 10µM*
CN(C)c1nc(CN2CC(C)(Cc3ccc4c(c3)OCO4)CCC2=O)cs1 (stereo unspecified) | -15%
Cn1cccc1CN1CCn2c(nnc2-c2cccnc2)C1 | -13%&-7%[44.1 µM]
CC(=O)Nc1ccc(CN2CCC3(CC2)CNc2ccccc2[S+](=O)([O-])N3)cc1 | u
CCCCNC(=O)c1ccc2c(c1)NC(=O)C(C(C)C)N2 (stereo unspecified) | i
O=C1CC(c2ccccc2)N(C(=O)CNC(=O)c2[nH]nc3c2CCc2ccccc2-3)CCCCCCN1 (stereo unspecified) | u
CCc1cccc(CC)c1NC(=O)Cc1csc(C)n1 | 32%[activator]
CC(=O)Nc1ccc(S(=O)(=O)NCCc2csc3nc(-c4cccc(C)c4)nn23)cc1 | -15%
Cc1cccc(OCC(=O)N2CCN(Cc3ccc(=O)n(C)c3)CC2)c1 | 3%
Cc1cccn2c(=O)cc(CSc3nnc(NC(=O)COc4ccccc4)s3)nc12 | u
Cc1cnccc1N1CCCN(C(=O)C2CCOc3ccccc3C2)CC1 (stereo unspecified) | i
CN1CCCN(C(=O)C2CCOC2)c2ccccc21 (stereo unspecified) | -7%
Cc1ccc(NC(=O)N2CC(c3nnc(-c4ccncc4)o3)C3(CCOCC3)C2)cc1C (stereo unspecified) | u
Cn1nccc1C(=O)N1CCc2ccc(NC(=O)C3(c4ccccc4)CC3)cc2C1 | -6%
Cc1cccc(CC(=O)N2C[C@@H](COc3ccccc3)[C@H](C(N)=O)C2)c1 | -26%
CCc1nc2c(c(-c3ccc(OC)cc3)n1)CCN([S+](=O)([O-])c1ccc(N(C)C)cc1)CC2 | u
COc1ccc(N2CC(C(=O)N(C)CCc3noc(C)n3)CC2=O)cc1Cl (stereo unspecified) | 4%
CCc1[nH]nc(C(=O)N2CCC3(CC2)C(=O)NCCN3C)c1C | 3%
COc1ccc(CC(=O)NC2CCN(c3cc(-c4ccc(F)cc4)[nH]n3)C2)cc1OC (stereo unspecified) | i
CCCCn1c(CN2CCN(c3ccc(OC)cc3)CC2)nc2c1c(=O)[nH]c(=O)n2C | -19%
CC(C)N(C)C(=O)Cn1ncc(N(C)CCc2ccccc2)cc1=O | -13%
O=C(c1ccncc1)N1CCC(C2CCN(Cc3cccc(F)c3F)CC2)C1 (stereo unspecified) | 0%
COCCNC(=O)c1nc(-c2ccccc2OC)c2cnccn12 | -8%[44.1 µM]
COc1cc(=O)n2c(c1C(=O)Nc1ccc(Br)cc1)CCCC2 | -18%
COc1ccc(Cl)cc1NC(=O)[C@@H]1COCC(=O)N1Cc1ccc(OC)c(OC)c1 | -11%
CN(C)CCN1CC[C@H]2CN(S(=O)(=O)c3ccccc3)CC[C@H]2CC1=O | -11%[44.1 µM]
O=C1COCCN1c1cc(-c2cnc3[nH]ccc3c2)cn2cncc12 | 4%[44.1 µM]
COc1ccc(NC(=O)c2cc3c(N4CCSCC4)nc(C)cn3n2)cc1F | 28%
c1cncc(-c2ccnc3nc(C4CCC4)nn23)c1 | 6%
Cc1ccc(C)c(Nc2nn3c(=O)c4ccc(C(=O)NCCC5=CCCCC5)cc4nc3s2)c1 | 10µM*

Part of the list above, field by field.
CCc1nc2c(c(-c3ccc(OC)cc3)n1)CCN([S+](=O)([O-])c1ccc(N(C)C)cc1)CC2
  Pf Dd2 growth = u

Cc1cccc(CC(=O)N2C[C@@H](COc3ccccc3)[C@H](C(N)=O)C2)c1
  Pf Dd2 growth = -26%

Cc1ccc(NC(=O)N2CC(c3nnc(-c4ccncc4)o3)C3(CCOCC3)C2)cc1C (stereo unspecified)
  Pf Dd2 growth = u

Some values from the results shown:
O=C1COCCN1c1cc(-c2cnc3[nH]ccc3c2)cn2cncc12 @ Pf Dd2 growth = 4%[44.1 µM]
CC(=O)Nc1ccc(S(=O)(=O)NCCc2csc3nc(-c4cccc(C)c4)nn23)cc1 @ Pf Dd2 growth = -15%

Following part:
Structure | Pf Dd2 growth
COc1cccc(CNC(=O)C2CN(Cc3ccccc3)C(=O)N2)c1 (stereo unspecified) | u
Cc1ccc(NC(=O)CN2C(=O)NC3(CCC(C)CC3)C2=O)cc1F (stereo unspecified) | i
COc1ccc(-n2c(SCc3ccccc3)nc3c([nH]c4ccccc43)c2=O)cc1 | 23%
CC(C)CNC(=O)C(NC(=O)c1ccccc1)C1CCN(C(=O)CC(C)C)CC1 (stereo unspecified) | u
O=C1CCN(C(=O)c2ccsc2)CCCC(C(=O)N2CCN(c3ccccn3)CC2)CCN1 (stereo unspecified) | 6%
c1ccc(-c2nnc([C@H]3CCN(Cc4ccco4)C3)o2)cc1 | i
COc1cccc(CSc2nc3n(n2)C(c2cccnc2)C(C(=O)Nc2ccccc2C)=C(C)N3)c1 (stereo unspecified) | 1%
CCc1ccc(NCc2cccn2-c2nnc(N3CCCCCC3)s2)cc1 | -16%
O=C(Nc1ccc(C(F)(F)F)cc1)c1cc(S(=O)(=O)NC2CCCCCC2)ccc1F | 5.6µM*
CC(C)c1noc(-c2cn(C3CCN(C(=O)c4ccc(C(C)(C)C)cc4)C3)nn2)n1 (stereo unspecified) | 237%[activator]
COc1ccc(-c2noc(COc3ccc(Br)cc3C)n2)cc1OC | 36%[activator]
c1cc(-c2noc(C3CCOCC3)n2)ccc1OC1CNC1 | i
COc1cccc(C(=O)NC2CCc3nnc(C4CC4)n3CC2)c1C (stereo unspecified) | 6%
Cc1cccc(C)c1OCC(=O)NCC1(N(C)C)CCCCC1 | i
O=C1N(Cc2ccccc2F)CCOC12CCN([S+](=O)([O-])c1cccnc1)CC2 | -20%[44.1 µM]
CCOc1ccccc1NC(=O)N1CC(C)Oc2ccc(Cl)cc21 (stereo unspecified) | 15%
N#Cc1cccc(-c2n[nH]c3c2CC(=O)N(Cc2ccccn2)C3)c1 | 18%[44.1 µM]
CCCOc1ccc(C2c3c(oc4ccccc4c3=O)C(=O)N2c2nnc(C(C)C)s2)cc1 (stereo unspecified) | 15%
O=C(NCc1ccccc1)c1cn(C2CN(C(=O)NCC3CCCO3)C2)nn1 (stereo unspecified) | 23%
CC(C)NC(=O)C1CC(c2ccc(F)cc2)=NO1 (stereo unspecified) | -10%
C#CCN(Cc1ccco1)Cc1nc(-c2ccc(C(F)(F)F)cc2)oc1C | 0%

Reprinted at random: five records from the list.
Structure | Pf Dd2 growth
COc1cccc(CSc2nc3n(n2)C(c2cccnc2)C(C(=O)Nc2ccccc2C)=C(C)N3)c1 (stereo unspecified) | 1%
O=C1CCN(C(=O)c2ccsc2)CCCC(C(=O)N2CCN(c3ccccn3)CC2)CCN1 (stereo unspecified) | 6%
N#Cc1cccc(-c2n[nH]c3c2CC(=O)N(Cc2ccccn2)C3)c1 | 18%[44.1 µM]
COc1cccc(CNC(=O)C2CN(Cc3ccccc3)C(=O)N2)c1 (stereo unspecified) | u
O=C1N(Cc2ccccc2F)CCOC12CCN([S+](=O)([O-])c1cccnc1)CC2 | -20%[44.1 µM]

High-throughput results deposited in PubChem BioAssay by National Center for Advancing Translational Sciences (NCATS).
